# Rad51 HR inh – human RAD51 strand exchange inhibitors, primary screen, biochemical, fluorescence | inhibition, % at 10 µM | DNA repair protein RAD51 homolog 1 (Homo sapiens), Q06609 | hRad51 DNA strand exchange, fluorescence dequenching | 0.085% of 200,000 active;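 active = inhibition above 40% at the single screening dose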;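 note: 0% = DMSO control wells and 100% = blanks with heterologous ssDNA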
# Target sequence (Q06609 whole entry, looked up): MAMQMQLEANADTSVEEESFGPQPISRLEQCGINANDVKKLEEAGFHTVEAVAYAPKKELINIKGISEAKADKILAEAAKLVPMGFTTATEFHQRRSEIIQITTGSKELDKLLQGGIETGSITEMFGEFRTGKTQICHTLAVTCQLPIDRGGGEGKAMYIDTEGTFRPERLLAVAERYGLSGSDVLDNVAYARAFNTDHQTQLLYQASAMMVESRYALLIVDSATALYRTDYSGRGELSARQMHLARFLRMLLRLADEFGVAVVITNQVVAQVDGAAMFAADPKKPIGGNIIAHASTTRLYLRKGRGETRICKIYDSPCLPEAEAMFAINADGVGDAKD
#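 Test system: preformed human Rad51 ssDNA filaments. Compound dosing: single dose, 10 µM final compound. Incubation: filaments 15 min 37 °C, then compound 30 min. Technique: FRET fluorescence dequenching, excitation 485 nm, emission 520 nm. Read-out basis: percent inhibition from fluorescence, normalised to plate control and blank means. Benchmarks: plate controls and plate blanks.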
# PGE2 EP2 inh – human EP2 receptor antagonists, primary screen, TR-FRET cAMP, C6 glioma cells. 0.52% of 260,000 active. Prostaglandin E2 receptor EP2 subtype (Homo sapiens), P43116. C6 glioma cells expressing human EP2; cells stimulated with saturating PGE2. inhibition, % at 25 µM. AID 1422, 2008;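 active = percent inhibition above 40 after rounding to a whole number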;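 note: rat C6 glioma host cells with rolipram phosphodiesterase inhibitor present; the protocol text gives 20 µM as final concentration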
# Target sequence (P43116 whole entry, looked up): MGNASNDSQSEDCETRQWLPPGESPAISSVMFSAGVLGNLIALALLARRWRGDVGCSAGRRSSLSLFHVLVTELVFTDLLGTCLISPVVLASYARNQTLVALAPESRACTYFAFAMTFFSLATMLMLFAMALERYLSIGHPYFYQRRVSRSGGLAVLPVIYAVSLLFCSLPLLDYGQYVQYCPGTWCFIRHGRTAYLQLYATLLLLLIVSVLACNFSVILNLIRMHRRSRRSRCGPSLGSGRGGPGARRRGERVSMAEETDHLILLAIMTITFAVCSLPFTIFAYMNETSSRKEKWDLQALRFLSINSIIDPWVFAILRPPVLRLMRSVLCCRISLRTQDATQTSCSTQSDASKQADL
# EP2 mod – EP2 receptor modulators, cAMP readout, primary screen, cell-based, HTRF cAMP, PGE2 stimulation; EP2-expressing cells, cAMP HTRF FRET, PGE2 co-stimulation; induction, % at 25 µM; 0.83% of 260,000 active; Prostaglandin E2 receptor EP2 subtype (Homo sapiens), P43116;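 active = compounds whose cAMP rise, as percent of the full-agonist control response, exceeds 60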;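 note: rat C6 glioma line stably carrying human EP2 under a CMV promoter; the protocol text gives 20 µM as final concentration; 100% = response of wells given 1 µM PGE2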
# Hck Nef HTS – inhibitors of Nef-activated human Hck kinase, primary screen, biochemical, Z-Lyte FRET, 384-well, Hck-YEEI; Tyrosine-protein kinase HCK (Homo sapiens), P08631; Recombinant Hck-YEEI plus Nef, Z-Lyte FRET kinase assay; inhibition, % at 20 µM; 0.68% of 220,000 active;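 active = Hck-Nef kinase inhibition above about 50%, limit read from the data; inactive = inhibition below that limit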;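 note: 0% = DMSO with Hck plus Nef and 100% = Hck alone without Nef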
# 14-3-3 Bad inh – inhibitors of 14-3-3 zeta/Bad binding, primary screen, biochemical, TR-FRET, bovine 14-3-3 zeta; 14-3-3 protein zeta/delta (Bos taurus), P63103; TR-FRET 14-3-3zeta/Dy647-pBad peptide displacement, 1 h; inhibition, % at 21.7 µM; 0.71% of 220,000 active; AID 781, 2007;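 active = inhibition above about 70%, limit read from the data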;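 note: 0% = full 14-3-3 plus peptide FRET controls and 100% = background without 14-3-3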
# Target sequence (P63103 whole entry, looked up): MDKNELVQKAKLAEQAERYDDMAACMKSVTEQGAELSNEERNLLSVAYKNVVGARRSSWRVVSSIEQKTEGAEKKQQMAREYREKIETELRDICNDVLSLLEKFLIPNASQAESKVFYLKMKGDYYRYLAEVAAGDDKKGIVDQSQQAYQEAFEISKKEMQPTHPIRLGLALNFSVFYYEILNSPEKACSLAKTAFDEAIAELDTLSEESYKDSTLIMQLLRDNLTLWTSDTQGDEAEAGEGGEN
# Tb hexokinase – Trypanosoma brucei hexokinase 1 inhibitors, primary screen, biochemical, G6PDH-coupled NADH absorbance, MLSCN library; 0.11% of 220,000 active; recombinant TbHK1, G6PDH-coupled NADH A340; hexokinase 1 [Trypanosoma brucei]; inhibition, % at 10 µM; AID 1430, 2008;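 active = inhibition of 50% or more in the single-dose primary screen; inactive = inhibition below 50%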
# Calpain2 inh – inhibitors of pig calpain II, primary screen, biochemical, fluorogenic peptide substrate, 1536-well; 0.37% of 220,000 active; purified calpain II, 30 min; inhibition, % at 16 µM;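 active = inhibition above about 50%, limit read from the data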
# L929 necroptosis – inhibitors of zVAD-triggered necroptosis, primary screen, L929 cells; L929 zVAD necroptosis rescue, ATP luminescence, 24 h; with zVAD 60 µM; viability rescue, % at 10 µM; 0.38% of 220,000 active; AID 1377, 2008;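 active = activation, scaled between plate controls, above about 75%, limit read from the data; inactive = activation under that limit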;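 note: 0% = zVAD with DMSO and 100% = DMSO alone without zVAD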
# eIF4E-4G inh – eIF4E–eIF4G protein interaction inhibitors, primary screen, biochemical, uHTS, TR-FRET, eIF4GI fragment. TR-FRET eIF4E-eIF4GI(517-606) binding, 2 h. Eukaryotic translation initiation factor 4E (Mus musculus) + Eukaryotic translation …. 0.37% of 220,000 active. inhibition, % at 21.7 µM;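 active = inhibition above about 30%, limit read from the data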;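 note: 0% = full FRET control wells and 100% = background wells lacking eIF4GI fragment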
# Active calls of the source: *; i = inactive; / = not tested or not shown; & = joins results of further samples; [ ] = remark or other dose. A portion of the library; count on the stated rates, not on these rows.
SMILES,Rad51 HR inh,PGE2 EP2 inh,EP2 mod,Hck Nef HTS,14-3-3 Bad inh,Tb hexokinase,Calpain2 inh,L929 necroptosis,eIF4E-4G inh
Cc1cccc2sc(N(CCN(C)C)C(=O)/C=C/c3cccs3)nc12,-2,4,25,2,3,-20,1,2.1,-1
COc1ccccc1NS(=O)(=O)c1cc(NC(=O)CCC2CCCC2)ccc1N1CCOCC1,6,3,4,-2,3,-4,-7,-0.8,2
Cc1sc2ncn(CC(=O)NCC3COc4ccccc4O3)c(=O)c2c1S(=O)(=O)N1CCOCC1 (stereo not given),-3,7,-30,24,-6,4,-1,1.3,4
O=c1cc(-c2ccccc2)nc2cc(-c3ccco3)[nH]n12,/,8,-18,-5,-2,-8,-228,-0.2,-1
O=C(CCN1CCc2ccccc2C1)Nc1ccccc1,-1,5,-20,3,-17,2,-36,0.8,0
C/C(=N\OCC(=O)Nn1c(=O)[nH]c2ccccc2c1=O)c1cccs1,-4,3,24,3,-6,-4,-26,1.4,0
O=C(Nc1ccc2nc(-c3ccco3)[nH]c2c1)c1ccco1,1,4&8,-26&-53,0,-7[fluorescence artefact?],-62,-13,0.2,8
CCC(c1nnnn1Cc1ccc2c(c1)OCO2)N1CCN(c2ccccc2)CC1 (stereo not given),7,9,0,-2,5,-3,16,-0.7,3
CC(=O)c1ccccc1N(C(=O)c1ccco1)C(C(=O)NC1CCCC1)c1ccc(N2CCOCC2)cc1 (stereo not given),-3,2,19,18,-9,-1,-18,7.9,-3
CC(C)CC(=O)Nc1ccccc1N1CCOCC1,-9,8,13,1,-11[fluorescence artefact?],-2,-10,-0.4,-9[fluorescence artefact?]
O=C(COC(=O)Cc1ccccc1[N+](=O)[O-])NCc1ccc(F)cc1,4,11,6,0,-11[fluorescence artefact?],-4,-9,0.0,-3
Cc1ccc(C(=O)C2CCN(S(=O)(=O)c3c(C)noc3C)CC2)cc1,5,16,-67,6,-6,4,22,1.9,-2
CC(C)n1cc(C(=O)c2ccccc2O)cc(C#N)c1=O,6,6,5,24,-21,-23,-40,2.7,-2
COC(=O)[C@@H]1C[C@H]1[C@@H](NC(=O)c1ccccc1)c1ccccc1,-3,8,-8,-8,-2,-6,-8,2.0,2
O=S(=O)(c1ccccc1)N1CCCC1c1nc2ccccc2s1 (stereo not given),-4,12,9,1,13,3,-11,0.9,-1
COc1cc(C)nc(N2CCCC(C(=O)Nc3ccccc3Br)C2)n1 (stereo not given),-7,6&9,6&5,20,-2,5,15,0.7,-1
COc1ccc(S(=O)(=O)N2CCCN(CC(=O)Nc3ccc(OC)c(Cl)c3)CC2)cc1,/,/,-12,0,-5,1,23,1.0,-6
O=C(Nc1ccc(F)c([N+](=O)[O-])c1)c1ccc2c(c1)OCCO2,-9,9,-50,0,-3,1,28,7.1,1
COC(=O)c1ccc(Cn2cc(Cl)cn2)cc1,-1,9,0,0,-6,-10,-14,1.0,-1
NCCCC[C@@H]1NC(=O)c2cc([N+](=O)[O-])cc(F)c2NCCCC[C@@H](C(N)=O)NC(=O)CNC1=O,3,10,10,-4,4[fluorescence artefact?],-27,-13,1.9,6
CCOc1ccc(OCC)c(NC(=O)Cn2c(C)nc3ccccc3c2=O)c1,9,3,-35,20,-1,10,8,-0.7,3
O=C(CCS(=O)(=O)c1ccccc1)Nc1nccs1,6,10,14,1,2,-2,-9,6.9,0
O=C(O)C(Cc1ccccc1)n1cnnn1 (stereo not given),/,/,4,3,9,1,-15,0.1,-4[fluorescence artefact?]
O=[N+]([O-])c1ccc2[nH]nc(-c3ccccc3)c2c1,8,7,3,-2,-4,-13,-4,33,5[fluorescence artefact?]
CC(O)c1nc2ccc(C(=O)O)cc2[nH]1 (stereo not given),/,5&3,33&13,9,3,-1,-2,0.2,-8
CCCc1nc2ccccc2c(C(=O)OCc2nnc(-c3cc(OC)c(OC)c(OC)c3)o2)c1CC,/,/,41,0,-4,-1,-4,0.6,-1
CC1=CC2=NC(=O)/C(=C/c3coc4ccc(Cl)cc4c3=O)C(=N)N2O1,i,15,-30,-63,-1,-29,17,0.1,3
O=C(O)CSc1nc2c(cnn2-c2ccccc2)c(=O)n1-c1ccc(Br)cc1,/,16,19,5,-4,-3,1,0.8,2
Cc1ccc(S(=O)(=O)Nc2ccc(NC(=O)Nc3cccc(C(F)(F)F)c3)cc2)cc1,-4,5,9,0,15,-4,9,-0.1,-1[fluorescence artefact?]
CC(=O)Nc1ccc(NC(=O)CN2CCCC(C)C2)c(Cl)c1 (stereo not given),-2,10,-10,1,-2[fluorescence artefact?],2,-7,0.3,-2
CC1CC(C)CN(S(=O)(=O)c2ccc(C(=O)NN3CCOCC3)cc2)C1 (stereo not given),-8,1,-8,20,-7,-5,-11,1.3,-1
CCOC(=O)N1CCN(C(=O)c2cccc(NS(=O)(=O)c3ccc(F)c(F)c3)c2)CC1,11,10,23,1,-5,-9,19,-0.9,-1
CC(=O)c1ccc(OC(=O)CCc2nc3ccccc3s2)cc1,-8,11,-12,6,1,-2,15,3.2,-1
Cc1ccc(S(=O)(=O)N2CCOCC2)cc1C(=O)NCc1ccc(F)cc1,-5,9,-11,0,-7[fluorescence artefact?],-11,27,-0.5,1[fluorescence artefact?]
CCOC(=O)C1CCCN(Cc2ccccc2Cl)C1 (stereo not given),/,16,25,-2,71*,-2,31,-0.5,-5
O=C1Nc2ccccc2SC(c2ccccc2)C1O (stereo not given),/,5,20,2,40,16,-33,-0.5,36*
Fc1ccccc1NC(=S)N(CCN1CCCCCC1)Cc1cccs1,13,7,60,-29,-5,3,19,-0.7,-2
COCCCNC(=O)Cn1nnc(-c2ccc(NC(=O)c3ccccc3OC)cc2)n1,1,9,-28,1,6,-6,-55,73,0
CCS(=O)(=O)N1CCN(S(=O)(=O)c2ccc(F)cc2)CC1,-2,8,4,7,13,5,-4,0.2,-1[fluorescence artefact?]
Cc1ccc(NC(=O)N2CCCC2)cc1Cl,-3,5,-50,-1,-2,-1,28,1.7,3
CC1(C)Cn2c(nnc2-c2cccc(O)c2)S1,-3,3,13,0,-6,13,-26,-0.2,4
C#CCn1c(=O)cc(C)c2ccccc21,11,3,1,1,8,-4,12,1.0,1
c1cncc(CSc2nnc3ccc(-c4ccncc4)nn23)c1,-6,7,28,21,-10,-1,14,1.3,3
COc1ccc(CCNC(=O)CCc2ccc(S(=O)(=O)NC(C)C)cc2)cc1OC,/,6,32,4,1,11,-13,0.2,3
Cc1ccccc1C(=O)NC(=S)Nc1ccc(Cc2ccncc2)cc1,-5,12,-77,3,-11,36,0,0.7,3[fluorescence artefact?]
COc1ccc(-c2ccc(OC)cc2C(=O)O)cc1,1,11,19,6,4,-4,-5,1.0,-2
Cn1ncc(N=Cc2ccccc2O)c1C(=O)N1CCOCC1,/,/,11,5,-7[fluorescence artefact?],-6,-46,0.7,-5
CCC(C)NC(=O)Cn1c(=O)n(-c2ccc(OC)cc2)c(=O)c2ccc(C(=O)NCc3ccc(C)cc3)cc21 (stereo not given),27,4,27,33,-11,1,-13,-0.3,4
CCCNC(=O)Cn1c(=O)cnc2ccccc21,-4,8,7,2,12,-20,-34,-0.3,2
CC(=O)Nc1c(C(=O)N2CCCCCC2)cnn1-c1ccccc1Cl,-1,10,19,6,2,-5,-11,0.2,7[fluorescence artefact?]
O=C(Nc1ccccc1)c1ccccc1OCC(O)CN1C(=O)c2ccccc2S1(=O)=O (stereo not given),4,9,-17,8,8,18,22,0.2,-1
CC(C)(C)NC(=O)NC(=O)COC(=O)C1=COCCO1,-9,14,12,10,-5,-3,10,-0.3,4
CC(C)(C)C(=O)Nc1ccc(S(=O)(=O)Nc2ccccn2)cc1,/,2,-7,14,3,-10,6,0.5,4
CCS(=O)(=O)N1Cc2ccccc2CC1C(=O)Nc1cccc(C)c1 (stereo not given),0,6,2,19,5,5,-2,0.7,-1
CCNc1nc(N2CCOCC2)nc(N(c2ccccc2)c2ccccc2)n1,-1,-3,44,2,0,-3,-49,-0.2,1
CS(=O)(=O)Nc1cccc(S(=O)(=O)N2CCN(C(=O)c3ccccc3)CC2)c1,-7,-1,14,10,-5,-11,-3,0.1,-2
COc1ccc(OC)c(NC(=O)CSc2nnc(CNc3ccc(F)cc3)o2)c1,2,11,-21,3,-12,9,-1,0.1,11
CS(=O)(=O)Nc1ccccc1C(=O)Nc1ccccc1Cl,6,8,-3,10,12[fluorescence artefact?],-18,-27,0.1,-3
N#Cc1nc(COc2ccc(F)cc2)oc1N1CCN(Cc2ccccc2)CC1,/,/,-10,1,-3,-13,11,0.1,-2
CCOC(=O)CNC(=O)CSc1nnc(Cn2c(=O)sc3ccccc32)n1C,0,7,3,7,-2,-3,11,0.3,1

# Some of the entries so far, bar-delimited.
SMILES | Rad51 HR inh | PGE2 EP2 inh | EP2 mod | Hck Nef HTS | 14-3-3 Bad inh | Tb hexokinase | Calpain2 inh | L929 necroptosis | eIF4E-4G inh
c1cncc(CSc2nnc3ccc(-c4ccncc4)nn23)c1 | -6 | 7 | 28 | 21 | -10 | -1 | 14 | 1.3 | 3
Cc1ccccc1C(=O)NC(=S)Nc1ccc(Cc2ccncc2)cc1 | -5 | 12 | -77 | 3 | -11 | 36 | 0 | 0.7 | 3[fluorescence artefact?]

# Continuation.
SMILES,Rad51 HR inh,PGE2 EP2 inh,EP2 mod,Hck Nef HTS,14-3-3 Bad inh,Tb hexokinase,Calpain2 inh,L929 necroptosis,eIF4E-4G inh
Cc1ccc(Cn2ccc(NC(=O)c3cc(-c4cccc(Cl)c4)on3)n2)cc1,5,8,-2,10,-2,4,21,2.2,0
CCCCCCOc1ccc(N2C(=O)CC(N3CCC(C(=O)OCC)CC3)C2=O)cc1 (stereo not given),3,4,20,-2,1,-18,-16,0.4,2
O=c1c2cnn(-c3ccccc3)c2ncn1Cc1ccccc1,-1,9,-7,-9,11,4,0,0.1,1
O=C(NCc1cccnc1)c1cccn1-c1ncc(C(F)(F)F)cc1Cl,6,1,25,18,-12,2,-9,0.5,0
COc1ccc(-n2c(SCC(=O)Nc3ccc4c(c3)OCO4)nc3ccccc3c2=O)cc1,-2,8,20,0,-8,1,-107,-0.4,-1
CCc1nnc(NC(=O)CSc2nnc(Cc3ccccc3)n2Cc2ccccc2)s1,13,5,31,0,4,-5,17,0.0,2
COc1cc(NC(=O)c2ccco2)c(OC)cc1NC(=O)CCC(=O)Nc1cc(C)ccc1C,1,6,23,1,-8,-16,-163,0.0,7
Cc1ccc(-c2nnc(N3CCOCC3)c3ccccc23)cc1S(=O)(=O)NCC1CCCO1 (stereo not given),5,21,13,-7,8,-10,4,3.6,4
COc1ccc(-c2nc3ccccc3c(=O)n2CCCN2CCOCC2)cc1,-6,15,13,-1,4[fluorescence artefact?],0,-22,-0.3,-8[fluorescence artefact?]
O=C(O)CCN1C(=O)C(=C2CCCCCC2)SC1=S,1,-5,3,2,-18,-50,-7,-0.4,5
Cc1cc(C)c2ccc(Cl)cc2n1,-1,11,-5,9,1,4,8,0.4,2

# Screening results (PubChem)
